CHX counter: counter-screen hit for Shiga toxin inhibitors, cycloheximide; 300,000 compounds, 12% hits; AID 2314; cell reporter, cycloheximide protein synthesis inhibition counterscreen; max response, %; in the data active = max response mostly above about 13%, no sharp cut-off; inactive = mostly below about 14%; also: read at 38.3 µM for the half of the compounds with a filed dose; 0% is about no effect
LmPK inh: inhibitors of Leishmania mexicana pyruvate kinase | Q27686 | purified LmPK, Kinase-Glo ATP luminescence, 1 h | Potency, µM (top dose mostly 57.5 µM), inactives show top-dose activity change, negative = inhibition, usual class: inhibitors | 290,000 compounds, 0.37% hits | AID 1721; also: potency is read from the fitted curve at half-maximal effect; % is scaled to controls: 0 for no effect and ±100 for the full control effect
Target sequence (Q27686 whole entry, looked up): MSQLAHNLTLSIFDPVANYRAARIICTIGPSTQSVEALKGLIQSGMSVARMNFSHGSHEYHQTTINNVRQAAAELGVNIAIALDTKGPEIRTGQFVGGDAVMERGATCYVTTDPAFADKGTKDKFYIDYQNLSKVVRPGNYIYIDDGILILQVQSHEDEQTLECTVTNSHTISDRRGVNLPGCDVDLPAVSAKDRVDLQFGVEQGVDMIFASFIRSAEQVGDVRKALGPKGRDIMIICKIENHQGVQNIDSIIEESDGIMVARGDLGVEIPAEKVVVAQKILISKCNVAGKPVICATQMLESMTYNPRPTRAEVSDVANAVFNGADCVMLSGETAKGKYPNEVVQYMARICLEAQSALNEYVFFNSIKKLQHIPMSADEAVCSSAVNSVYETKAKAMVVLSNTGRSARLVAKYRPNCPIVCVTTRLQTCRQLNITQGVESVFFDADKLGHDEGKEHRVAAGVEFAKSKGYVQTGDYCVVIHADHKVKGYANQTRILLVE
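qHTS format; LmPK 0.1 nM; substrates PEP 0.5 mM and ADP 0.1 mM. One-hour room-temperature incubation, then coupled luciferase luminescence; 0.5 nM enzyme wells mark activation.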
Shiga inhibitor: inhibitors of Shiga toxin in Vero cells; Vero cells, Shiga toxin protein synthesis inhibition reporter; inhibition, % at 38.7 µM; AID 2315; 290,000 compounds, 9.2% hits; in the data active = inhibition mostly above about 28%, no sharp cut-off; inactive = mostly below about 43%; also: 0% is about no effect
Tb PYK inh: inhibitors of Trypanosoma brucei pyruvate kinase; Q57TT1; TbPYK enzyme, Kinase-Glo Plus ATP luminescence, 45 min; Potency, µM (doses to about 76.8 µM), inactives show top-dose activity, negative = inhibition, usual class: inhibitors; 410,000 compounds, 0.12% hits; also: potency is read from the fitted curve at half-maximal effect; % is scaled to controls: 0 for no effect and ±100 for the full control effect; nearly all actives have a fitted effect of over 50% in size
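Luminescence from Kinase-Glo Plus, added after a 45-minute room-temperature reaction, served as the end-point read-out. The enzyme and substrate were preincubated with compound before ADP (130 uM final) initiated turnover. Concentration-effect curves came from normalized qHTS data.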
Pf growth 96h: inhibits malaria parasite growth, 96 h | P. falciparum luciferase reporter growth, 96 h | Potency, µM (titrated, usually from 28.7 µM), for inactives: top-dose activity change, negative = inhibition, most hits filed as inhibitors | 320,000 compounds, 6.9% hits | AID 504834; also: potency is read from the fitted curve at half-maximal effect; % is scaled to controls: 0 for no effect and ±100 for the full control effect
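Readout is luminescence from an integrated firefly luciferase in P. falciparum. Red cells, 2% hematocrit and 0.05% parasitemia final, were cultured with compound through two parasite generations (96 hours) at 37 C, 5% CO2.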
HCV inh: inhibitors of hepatitis C virus infection; Huh7.5.1 HCVcc-Cre infection, luciferase reporter, 44 h; Potency, µM (highest dose often 41.8 µM), for the others: top-dose activity change, negative = inhibition, actives largely listed as inhibitors; 340,000 compounds, 3.4% hits; AID 651820; also: potency is read from the fitted curve at half-maximal effect; % is scaled to controls: 0 for no effect and ±100 for the full control effect
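Antiviral activity was scored by luciferase reporter output from cells infected with HCVcc-Cre (~0.5 moi) in presence of compound, 44 h infection period, cells seeded 1,000/well 4 h prior.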
Pf growth 48h: P. falciparum growth inhibition at 48 hours (one generation). P. falciparum luciferase growth in erythrocytes, 48 h. Potency, µM (top dose mostly 28.7 µM), for inactives: at the highest dose activity change, negative = inhibition, hits mostly inhibitors. 310,000 compounds, 5.9% hits; also: potency is read from the fitted curve at half-maximal effect; % is scaled to controls: 0 for no effect and ±100 for the full control effect
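Firefly luciferase activity from engineered P. falciparum reports growth; inhibitors lower the luminescent signal. Cultures contained 2% hematocrit erythrocytes at 0.1% final parasitemia.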
An asterisk follows results filed as active; ? = inconclusive; . = not tested or not shown; [ ] = another dose, or the depositor's remark. Unless noted, calls follow the shape of the dose curve; as a rule, active = well fitted curve in the direction sought with a large enough effect; inconclusive = small, poorly fitted or top-dose-only effect, or another doubt; inactive = no such curve, though single readings can be large; an effect the other way counts as inactive or inconclusive.

cpd	Compound	CHX counter	LmPK inh	Shiga inhibitor	Tb PYK inh	Pf growth 96h	HCV inh	Pf growth 48h
1	O=C1CC(NNc2nc3ccccc3s2)C(=O)N1c1ccc(F)cc1 (configuration not stated)	1	0%	2	-7%	21%	9%	4%
2	CC(=O)NCC(=O)N1CCC(n2nccc2NC(=O)CCCc2ccccc2)CC1	26*	-3%	30	-8%	21%	11%	10%
3	Cc1nnc2n(c1=O)C(CS(=O)(=O)c1ccccc1)CS2 (configuration not stated)	-2	11%	-19	4%	?	-17%	.
4	CCOC(=O)c1c(C)[nH]c(C(=O)COC(=O)c2oc3ccc(OC)cc3c2C)c1C	11	0%	-4	0%	-5%	23%	-3%
5	N#Cc1cccc(C(=O)OCC(=O)N2CCCc3ccccc32)c1	.	.	.	3%	78%[activator]	7%	23%
6	Cc1ccc(S(=O)(=O)NCCNC(=O)c2nonc2N)cc1	1	-2%	-6	1%	1%	3%	20%
7	CC(=O)Oc1ccc(-c2cccc(C(=O)Oc3ccccc3)c2)cc1	1	0%	-13	-7%	.	?	30%
8	CSc1ccc(C(=O)C2CCCN(Cc3cnc(SC)nc3)C2)cc1 (configuration not stated)	7	5%	23	0%	-1%	?	1%
9	O=C(O)c1ccc(CN2C(=O)c3cccc4c([N+](=O)[O-])ccc(c34)C2=O)cc1	6	0%	-7	3%	31%[activator]	?	21%
10	O=C(CNS(=O)(=O)c1ccc(Cl)cc1)NC1CCCCC1	.	.	.	-14%	?	1%	?
11	O=C1N=C(N2CCOCC2)S/C1=C\c1ccc(OS(=O)(=O)c2ccccc2)cc1	-3	3%	-5	1%	-15%	7%	?
12	O=S(=O)(c1ccccc1)c1nc(-c2ccc(Cl)cc2)oc1NCCCN1CCOCC1	.	.	.	2%	?	?	5%
13	COc1cccc(CNS(=O)(=O)c2cc3c4c(c2)CCC(=O)N4CCC3)c1	.	.	.	2%	-3%	-3%[8.37 µM]	-13%
14	COC(=O)/C(=N/Nc1ccc(C)cc1)N1CCCc2ccccc21	-2	-4%	-10	-3%	12µM*	?	?
15	CCn1nc(-c2ccccc2)nc2c(=O)n(C)c(=O)nc1-2	43*	1%	48*	-5%	-16%	2.8µM*	82%[activator]
16	N#C/C(=C(/O)COC(=O)c1ccc(O)cc1)c1nc2ccccc2[nH]1	-1	-1%	11	-12%	-16%	9%	-2%
17	CN(CC1CCCO1)S(=O)(=O)c1ccc(C(=O)Nc2nnc(-c3ccccc3)o2)cc1 (configuration not stated)	4	-1%	10	-6%	?	?	?
18	CN(C)S(=O)(=O)c1ccc(C(=O)Nc2ccn(C)n2)cc1	17	-6%	39	-2%	37%[activator]	1%	44%[activator]
19	Cc1ccc(-n2nc3c(=O)n(CCCC(=O)NCCN4CCN(C)CC4)nc(C)c3c2C)cc1	-2	3%	-3	-5%	12µM*	16%	?
20	Cc1ccc(C)c(OCC(=O)NNC(=O)c2ccc(=O)[nH]c2)c1	.	.	.	-6%	14%	3%	2%
21	O=C(CN1CCCCCC1=O)OCc1ncc(-c2ccccc2)o1	41	-7%	29	5%	6%	-14%	13%
22	CC(C)(C)c1ccc(C(=O)N2CCC(C(=O)NCc3ccco3)CC2)cc1	-2	2%	14	-3%	8%	-7%	?
23	CCOc1ccccc1NC(=O)CCNC(=O)c1ccco1	2	3%	12	-14%	17%	-1%	16%
24	CC(Cl)c1cc(-c2ncc(C(F)(F)F)cc2Cl)no1 (configuration not stated)	23*	0%	84*	-9%	25%	12%	-18%
25	Cn1cc(Br)c(C(=O)NC(=S)N2CCN(c3ccccn3)CC2)n1	3	-14%	-3	-22%	?	12%	18%
26	Nc1nc(Nc2ccccc2)nc(NC2CCCCC2)c1[N+](=O)[O-]	-4	4%	-6	-3%	13µM*	10µM*	?
27	CCOc1ncccc1C(=O)Nc1ccc2c(c1)OCCCO2	.	.	.	4%	-7%	6%	-24%
28	c1ccc2[nH]c(CCCc3nc4ccccc4[nH]3)nc2c1	-2	-2%	-5	-7%	13µM*	-3%	?
29	C=CCn1c(N)cc(=O)nc1SCC(=O)NC(C)c1ccccc1 (configuration not stated)	-1	1%	14	1%	-4%	3%	-15%
30	O=C(O)C1CC=CCC1C(=O)NCCCN1CCCC1=O (configuration not stated)	5	1%	-9	-4%	44%[activator]	14%	-9%
31	COC(=O)CSc1nnc2n(-c3ccc(OC)cc3)c(=O)c3c4c(sc3n12)CCCCC4	-2	-1%	3	-19%	.	3%	-21%
32	CCOc1cc(/C=C2\N=C3CCCCCN3C2=O)ccc1O	36*	-1%	97*	6%	-1%	?	94%[activator]
33	CCOCCc1nnc(NC(=O)CCS(=O)(=O)c2ccccc2)s1	-2	-8%	-5	-2%	244%[activator]	-25%	-9%
34	COc1ccc(N2CCN(C(=O)CN3C(=O)NC4(CCCc5ccccc54)C3=O)CC2)cc1 (configuration not stated)	.	.	.	-5%	-13%	9%	?
35	COc1ccc(OC)c(C2C(C(C)=O)=C(O)C(=O)N2CCc2ccc(OC)c(OC)c2)c1 (configuration not stated)	-3	-3%	4	3%	34%[activator]	-6%	?
36	COc1cccc(CN(C)C(=O)c2cc(COc3ccc4ncccc4c3)on2)c1	1	11%	17	-2%	16%	5.6µM*	-17%
37	NC(=O)c1ccc(NC(=O)CN2CCN(c3ccc(Cl)cc3)CC2)cc1	-5	0%	-18	5%	12µM*	-4%	7%
38	CC(=O)N1C(=O)C2(C(C#N)=C(N)Oc3cc(C)oc(=O)c32)c2ccccc21 (configuration not stated)	-1	0%	-6	4%	5%	8%	6%
39	Cc1cc(=O)oc(C)c1C(=O)OCC(=O)c1ccc2ccccc2c1	30*	0%	52*	1%	0%	-15%	.
40	COc1cccc(CC(NC(C)=O)C(=O)NC2CCN(c3nc(C)cc(C)c3C#N)CC2)c1 (configuration not stated)	-3	0%	-14	4%	-31%	-6%	-18%
41	COc1ccc2c(c1)c(C(=O)CN1CCOCC1)c(C)n2C	0	3%	-9	1%	-18%	-10%	7%
42	COc1ccc(NC(=O)c2ccc(S(=O)(=O)N3CC(C)CC(C)C3)cc2)cc1S(N)(=O)=O (configuration not stated)	.	.	.	5%	-28%	8%	-25%
43	COc1ccc(N=C2C(=Nc3ccc(OC)cc3)N(c3ccc(OC)cc3)C(=S)N2C)cc1	-2	-9%	19	-11%	.	-27%	5.2µM*
44	CCN(CC)CCNc1nc2nonc2nc1NCCN(CC)CC	-3	6%	4	0%	12µM*	21%	8.3µM*
45	CN(C(=O)CSc1ncnc2ccccc12)C1CCCCC1	.	.	.	-4%	20%	-10%	43%[activator]
46	O=C(Nc1ccc2c(c1)OCO2)c1ccc(Br)o1	48*	22µM*	69*	-4%	99%[activator]	1%	.
47	CC(C)NC(=O)c1ccc(-c2cc(C(F)(F)F)ccc2Cl)o1	-2	6%	-6	-6%	.	20%	-1%
48	Cc1ccc(Cn2nnc(C(=O)Nc3cc(C)ccc3C)c2N)cc1	-3	0%	-3	-13%	26%	15%	?
49	COc1ccc(Br)cc1C(=O)N/N=C/c1cccnc1	-6	-2%	-9	-1%	-23%	-4%	-3%
50	CCCc1cc(=O)oc2cc(OCC(=O)NCc3cccs3)ccc12	8	-1%	3	-15%	27%	-25%	32%[activator]
51	CC1(c2ccc(Cl)cc2)NC(=O)N(CC(=O)Nc2ccc(F)cc2)C1=O (configuration not stated)	-3	2%	-8	2%	-14%	-26%	-2%
52	O=C(Nc1c(C(=O)N2CCOCC2)cnn1-c1ccccc1Cl)c1ccco1	1	-2%	-11	11%	1%	18%	7%
53	COC(=O)c1ccsc1NC(=O)CN1CCN(c2ccc(F)cc2)CC1	-2	-7%	-19	1%	13%	?	?
54	COc1cccc2cc(C(=O)N3CCC(C)CC3)c(=O)oc12	-2	2%	5	-18%	?	9%	.
55	COC(=O)c1ccccc1N(C)C(=O)C12CCC(C)(C(=O)O1)C2(C)C (configuration not stated)	-2	-3%	-6	-10%	?	-5%	-4%
56	CCN1CCN(CC(=O)c2ccc(C)cc2)CC1	-3	-9%	-5	0%	0%	9%	.
57	N#C/C(=C\c1cccnc1)C(=O)Nc1cccc(Cl)c1	-1	2%	27	-13%	15%	32%[activator]	4%
58	C#CCOCCOCCOCCNc1nc(N2CCN(C(=O)CCCCCCCCCCNC(=O)[C@H](CCCCN)n3cc(C)nn3)CC2)nc(N2CCN(C(=O)CCCCCCCCCCNC(=O)[C@H](CO)n3cc(CCCSC)nn3)CC2)n1	.	.	.	8%	0.29µM*	12%	0.59µM*
59	c1ccc2cc(CNCc3cccc4ccccc34)ccc2c1	-1	-6%	35	-17%	?	22%	2%
60	Cc1ccc2c(c1)c1c3n2CCN(CC(O)CNC(C)C)C3CCC1 (configuration not stated)	-4	-3%	-7	-1%	13µM*	?	?

Entries of single compounds, looked up by structure. Values in the order: CHX counter | LmPK inh | Shiga inhibitor | Tb PYK inh | Pf growth 96h | HCV inh | Pf growth 48h
Listed for `C=CCn1c(N)cc(=O)nc1SCC(=O)NC(C)c1ccccc1` (configuration not stated) : -1 | 1% | 14 | 1% | -4% | 3% | -15%
Listed for `Cc1nnc2n(c1=O)C(CS(=O)(=O)c1ccccc1)CS2` (configuration not stated) : -2 | 11% | -19 | 4% | ? | -17% | .

Going on with the list.
cpd	Compound	CHX counter	LmPK inh	Shiga inhibitor	Tb PYK inh	Pf growth 96h	HCV inh	Pf growth 48h
61	CC1CCN(C(=S)NC2CCCCC2)CC1	1	3%	28	4%	-2%	16%	-11%
62	C/C(=N\NC(=O)c1ccco1)c1cc2ccccc2o1	58*	3%	95*	-10%	-26%	-5%	80%[activator]
63	CC1CC(C)CN(CCCNS(=O)(=O)c2ccc3c(c2)CCN3C(=O)C2CC2)C1 (configuration not stated)	-2	-2%	8	1%	?	?	?
64	COC(=O)c1ccc(CNC(=O)c2ccc(S(=O)(=O)N(C)c3ccccc3OC)cc2)cc1	.	.	.	0%	?	8.9µM*	?
65	S=c1[nH]c(-c2ccccc2)cn1/N=C/c1cccs1	32*	?	45*	?	12µM*	1%	?
66	CCn1c(CNc2ccc(Cl)cc2)nnc1SCc1ccc(Cl)cc1	1	1%	-5	2%	-18%	?	?
67	CCOC(=O)c1c(C)[nH]c(C(=O)COC(=O)COc2ccccc2C=O)c1C	4	2%	-9	-20%	3%	23%	-5%
68	COc1cccc(NC(=O)Cn2cnc3sc(C)c(S(=O)(=O)N4CCCCC4)c3c2=O)c1	1	5%	-17	0%	.	?	?
69	COC(=O)C1=C(N)Oc2cc(C)n(CC3CCCO3)c(=O)c2C1c1ccc(Cl)cc1 (configuration not stated)	10	0%	-11	-4%	?	-29%	?
70	CS(=O)(=O)c1ccc2nc(NC(=O)Nc3ccc(Cl)cc3)sc2c1	8	3%	-13	-6%	1.2µM*	-2%	?
71	COc1ccc(-c2cc(C(F)F)n3ncc(C(=O)Nc4c(C)n(C)n(-c5ccccc5)c4=O)c3n2)cc1	-2	9%	-10	1%	18%	-18%	?
72	COC(C[C@H]1O[C@@H]1[C@@H](O)COCc1ccccc1)OC	-6	-1%	-9	-1%	-12%	-4%[8.37 µM]	45%[activator]
73	Clc1ccc(CSc2nnc([C@@H]3CCCN3)o2)cc1Cl	15	2%	13	1%	?	0%	1%
74	Cn1ccc2c([N+](=O)[O-])cccc2c1=O	-3	-2%	-6	-9%	24%	34%[activator]	3%
